Eya2 phos inh – inhibitors of human Eya2 phosphatase activity. AID 488837. Potency, µM (doses to about 76.9 µM), for inactives: top-dose activity, negative = inhibition, most hits filed as inhibitors. recombinant Eya2, OMFP fluorescence dephosphorylation (OMFP is methylfluorescein phosphate). O00167. 330,000 tested, 0.006% active; further: potency means the concentration at half of the fitted maximal effect; on the % scale 0 is the no-effect control and ±100 the full control effect
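Eya2 (0.2 uM) preincubated 10 min at ambient with compound, then OMFP substrate added at 50 uM; 10 min reaction in 50 mM HEPES pH 7.5, 50 mM NaCl, 5 uM MgCl2, 0.05% BSA, 1 mM DTT. Fluorescence read at Ex 485/Em 525 nm.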
Integrin act MD – activates integrin-mediated alleviation for muscular dystrophy; 350,000 tested, 0.064% active; alpha7betagal myoblasts, beta-gal FDG fluorescence, 48 h; Potency, µM (series often up to 38.3 µM), without a hit: at the highest dose activation, most hits filed as activators;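 further: potency means the concentration at half of the fitted maximal effect; 100% = response of the positive control SU9516; nearly all actives have a fitted effect of over 60% in size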
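Alpha7betagal+/- myoblasts (passage 13) were plated 16-24 hr, then exposed to compounds (1:260 dilution of DMSO stock) for 48 hours at 37C. After MPER lysis, β-galactosidase reporter activity was read as FDG fluorescence (ex 480/em 540) after 30 minutes.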
USP2a inh – blocks human ubiquitin-specific protease USP2a; O75604; USP2 core, Ub-CHOP2 coupled fluorogenic reporter, 485/531; Potency, µM (series often up to 38.3 µM), inactives show at the highest dose activity change, negative = inhibition, hits mostly inhibitors; 330,000 tested, 0.01% active; AID 463254;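 further: potency means the concentration at half of the fitted maximal effect; plate controls were DMSO wells for no effect and full inhibition by NEM control for full effect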
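USP2 core (10nM final) preincubated 30min RT with compound in 20mM Tris-HCl pH 8.0, 2mM CaCl2, 2mM beta-mercaptoethanol, 0.05% CHAPS; 25nM Ub-CHOP2 plus 25nM reporter substrate added, fluorescence (Ex485/Em531) read after 60min.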
TRPV1 ag – agonists of human vanilloid receptor 1 (TRPV1); TRPV1-expressing cells, Fluo-8 calcium influx, agonist mode; activation, % at 8.33 µM; 320,000 tested, 0.19% active; AID 540275; in the data active means activation above about 80%; inconclusive means between about 30% and that limit; further: 0% is about no effect
Target sequence (Q8NER1 whole entry, looked up): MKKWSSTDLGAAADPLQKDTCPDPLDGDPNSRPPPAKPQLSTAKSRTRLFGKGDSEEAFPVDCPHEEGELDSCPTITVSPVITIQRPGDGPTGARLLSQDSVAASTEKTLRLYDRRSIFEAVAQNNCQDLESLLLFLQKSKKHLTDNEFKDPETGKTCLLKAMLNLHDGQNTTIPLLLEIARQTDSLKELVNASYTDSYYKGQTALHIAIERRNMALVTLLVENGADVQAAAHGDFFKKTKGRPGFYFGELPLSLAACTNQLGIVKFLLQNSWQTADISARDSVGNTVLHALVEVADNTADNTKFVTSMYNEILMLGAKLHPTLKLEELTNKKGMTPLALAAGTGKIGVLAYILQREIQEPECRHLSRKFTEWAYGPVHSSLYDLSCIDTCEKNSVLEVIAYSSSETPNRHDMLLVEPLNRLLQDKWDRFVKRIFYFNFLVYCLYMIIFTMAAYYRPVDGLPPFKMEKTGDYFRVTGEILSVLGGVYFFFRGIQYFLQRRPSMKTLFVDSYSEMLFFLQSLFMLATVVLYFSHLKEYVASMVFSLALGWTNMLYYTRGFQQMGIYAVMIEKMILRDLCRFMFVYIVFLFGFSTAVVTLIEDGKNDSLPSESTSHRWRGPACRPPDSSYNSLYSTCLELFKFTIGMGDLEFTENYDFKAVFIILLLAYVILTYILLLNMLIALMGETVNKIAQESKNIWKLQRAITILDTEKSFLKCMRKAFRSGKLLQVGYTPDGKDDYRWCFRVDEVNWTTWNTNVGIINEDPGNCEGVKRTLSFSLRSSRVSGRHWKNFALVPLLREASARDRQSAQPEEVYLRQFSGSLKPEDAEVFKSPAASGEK
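Fluo-8 calcium influx in TRPV1-expressing cells, kinetic read (ex 480/em 520 nm). Compound added and read 3 min for agonist activity, followed by capsaicin at EC20 final and 2 min further read for enhancement.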
p53 reactivator – mutant p53 re-activation in reporter cells | AID 504706 | Potency, µM (top dose mostly 92.2 µM), for inactives: at the top dose activity change, positive = activation, hits mostly activators | H1299 p53-A138V BP100-luciferase reporter, luminescence, 24 h | 320,000 tested, 0.063% active; further: potency means the concentration at half of the fitted maximal effect; % of control where 0% means no effect; nearly all actives have a fitted effect of over 45% in size
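p53-null H1299 cells stably carrying temperature-sensitive p53-A138V and a BP100-luciferase reporter were pinned with compounds (4-point, 1:5 series) and held 24 hrs at 37 deg C. Luminescence was read 10 min after detection reagent.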
uPA generation – blocks generation of uPA at the cell surface; Potency, µM (titrated, usually from 38.3 µM), inactives show at the top dose activity change, negative = inhibition, most hits filed as inhibitors; 330,000 tested, 0.31% active; cell surface uPA generation assay, qHTS; active means well fitted inhibition curve with a large enough effect; inconclusive means small, poorly fitted or top-dose-only effect; inactive means no such curve, though single readings can be large or run the other way; tested in mouse RAW 264.7 cells; further: potency means the concentration at half of the fitted maximal effect; on the % scale 0 is the no-effect control and ±100 the full control effect; nearly all actives have a fitted effect of over 55% in size
PTAP TSG101 blk – blocks PTAP/TSG101 interaction to inhibit HIV-1 budding | 340,000 tested, under 10 active | Fluorescence polarization, FITC-PTAP peptide / Tsg101 binding | Q99816 | Potency, µM (highest dose often 115 µM), for the others: top-dose activity change, negative = inhibition, usual class: inhibitors | AID 493005; active means well fitted inhibition curve with a large enough effect in the main read-out, with a control signal flat, not every such curve was filed as active; inconclusive means small, poorly fitted or top-dose-only effect, or effect the other way, or a change in a side signal; inactive means no such curve, though single readings can be large or run the other way; further: potency means the concentration at half of the fitted maximal effect; % of control where 0% means no effect
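Fluorescence polarization binding of Tsg101 binding domain (10 uM final) to FITC-labeled PTAP peptide (50 nM final) in HEPES pH 7.5 buffer with NaCl, Tween 20, EDTA, TCEP. Compounds added before peptide; binding 20 min at RT.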
S-ASM inh – blocks human secretory acid sphingomyelinase | P17405 | placental ASM, HMU-PC fluorogenic substrate, 60 min | Potency, µM (doses to about 57.5 µM), inactives show at the top dose activity change, negative = inhibition, usual class: inhibitors | 340,000 tested, 0.006% active | AID 504937; further: potency means the concentration at half of the fitted maximal effect
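Human placenta-derived ASM enzyme was preincubated with compound for 10 minutes at room temperature, then given fluorogenic substrate HMU-PC0 (9 uM final) for 60 minutes at 37 °C; a pH 10 stop preceded fluorescence reading at Ex 386/Em 447 nm.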
BRCA1 expr act – activators of BRCA1 expression. MCF7-BRCA1-FFLuc reporter, luminescence, 48 h; response scale: scaled: vehicle 0%, 10 µM genistein 100%. Potency, µM (titrated, usually from 46.1 µM), for the others: top-dose activation, hits mostly activators. 380,000 tested, 1.1% active; further: potency means the concentration at half of the fitted maximal effect; nearly all actives have a fitted effect of over 80% in size; some results filed as inactive show a strong effect at the top dose
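First, MCF7-BRCA1-FFLuc cells (2000/well) attach for 2 h; next, compounds are pin-added and incubated 48 h at 37 °C; finally, luciferase reagent is added and luminescence read after 15 min.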
B2AR arrestin – recruits beta-arrestin to the human beta2-adrenergic receptor | 330,000 tested, 0.02% active | Potency, µM (titrated, usually from 46.1 µM), without a hit: at the top dose activation, usual class: activators | P07550 | beta-arrestin recruitment to beta2AR, cell-based reporter;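 further: potency means the concentration at half of the fitted maximal effect; 0% = DMSO controls and full agonism = EC100 isoproterenol or metaproterenol; nearly all actives have a fitted effect of over 65% in size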
ELG1 genotox – induces genotoxicity in HEK293T cells with luciferase-tagged ELG1; Potency, µM (doses to about 46 µM), without a hit: at the highest dose activity change, positive = activation, actives largely listed as activators; HEK293T ELG1-luciferase reporter, luminescence, 16 h; 330,000 tested, 1.3% active; further: potency means the concentration at half of the fitted maximal effect; % of control where 0% means no effect; nearly all actives have a fitted effect of over 60% in size
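DMSO vehicle served as control against compound-treated ELG1-luciferase HEK293T cells; exposure lasted 16 hr at 37 °C and 5% CO2, followed by ONE-Glo luminescence detection after 30 min.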
The depositor's hits bear a star; ? = inconclusive; · = not tested or not shown; [ ] = another dose, or the depositor's remark. Unless noted, the call rests on the fitted dose curve; in most records, active means well fitted curve in the direction sought with a large enough effect; inconclusive means small, poorly fitted or top-dose-only effect, or another doubt; inactive means no such curve, though single readings can be large; an effect the other way counts as inactive or inconclusive.

SMILES | Eya2 phos inh | Integrin act MD | USP2a inh | TRPV1 ag | p53 reactivator | uPA generation | PTAP TSG101 blk | S-ASM inh | BRCA1 expr act | B2AR arrestin | ELG1 genotox
COC(Cc1nnc(SC)n1-c1ccc(Cl)cc1)OC | 2% | 6% | 1% | · | -5% | · | -4% | -1% | 1% | -0.1% | 2%
CCCOc1ccc(C(=O)Nc2ccc(S(=O)(=O)NC3=NCCCCC3)cc2)cc1 | 4% | -32% | 3% | 1 | -3% | -8% | -3% | -2% | -40% | 0.2% | ?
NC(N)=Nc1nc2ccc(Br)cc2c(=O)[nH]1 | 12% | -12% | -4% | 0 | 6% | -3% | 0% | 2% | -25% | -0.2% | ?
CCc1ccccc1NC(=O)CN1CCN(CC(=O)Nc2ccc(-c3ccccc3)cc2)CC1 | -6% | -4% | 2% | 3 | 8% | -1% | -3% | 1% | -19% | -0.3% | -5%
CC(C)(C)c1ccc(/C=N/NC(=O)c2ccccn2)cc1 | 1% | 5% | -1% | 83* | 1% | -16% | 0% | -1% | ? | -0.7% | ?
COc1ccc(-c2noc(CCC(=O)Nc3ccc4c(c3)OCCO4)n2)cc1 | -5% | -5% | 5% | 11 | 16% | 6% | 0% | -14% | 13% | 0.2% | 15%
COc1ccc(OC)c(NC(=O)c2sc3nc(C)cc(C)c3c2N)c1 | -13% | 16% | 1% | 0 | · | 0% | -1% | 214%[activator] | -16% | 0.5% | ?
Cc1ccc(OC(=O)CCS(=O)(=O)c2ccc(C)cc2)cc1 | 1% | 19% | -3% | 9 | 1% | 3% | -1% | 8% | 15% | -0.5% | 1%
Cc1cccc(CS(=O)(=O)Cc2ccc(C(=O)NCc3ccco3)o2)c1 | 3% | 0% | 0% | -5 | -4% | 1% | -1% | 6% | 2% | -0.7% | 1%
CCCn1c(C(C)C)n[nH]c1=S | -2% | 13% | 1% | -1 | 0% | -2% | -2% | 5% | 4% | -0.1% | 0%
S=C(NCc1ccccc1)Nc1cccc2ccccc12 | 2% | -20% | -1% | ? | 1% | -5% | -9% | -1% | 2% | -0.1% | -1%
Cc1cc(C)c2c(=O)[nH]c(SCC(=O)c3ccc(C)c(C)c3)nc2n1 | 4% | 8% | -1% | -2 | 0% | 2% | 0% | 0% | -24% | 0.4% | 0%
O=C(CN1CCN(Cc2ccc3c(c2)OCO3)CC1)NCC(F)(F)F | 11% | -14% | -1% | -1 | 4% | 4% | -3% | 23% | 2% | 0.0% | 0%
CCc1ccc(CCC(=O)Nc2sc3c(c2C#N)CCCC3)o1 | -8% | 0% | 1% | -4 | 22% | · | -5% | -2% | -89% | -0.1% | ?
CCC(=O)Nc1nc2ccccc2n1Cc1ccccc1 | -3% | -8%[7.66 µM] | 0% | 2 | 0% | · | -5% | -3% | -32% | 0.4% | -7%
COC(=O)CNC(=O)C1CCCN1C(=O)CNC(=O)OC(C)(C)C (configuration not stated) | -16% | -6% | 2% | 1 | 9% | -2% | -4% | 1% | 13% | 0.2% | ?
CC(C)CC(=O)CN1C(=O)C2(OCCO2)c2ccccc21 | -4% | 30% | -1% | -1 | 13% | 0% | -2% | 0% | -15% | 0.2% | -1%
Cc1ccc2c(c1)C1C=CCC1C(C(=O)O)N2 (configuration not stated) | -6% | · | 2% | 4 | -4% | · | · | · | · | 0.8% | 0%
O=C(c1ccc(CS(=O)Cc2ccc(Cl)cc2)o1)N1CCN(c2ccccn2)CC1 (configuration not stated) | -26% | -20% | -4% | 0 | -9% | 4% | -2% | 5% | -4% | 0.1% | -9%
CCCSc1nc2cc(S(=O)(=O)N3CCOCC3)ccc2n1CC | 2% | 14% | 1% | ? | 6% | -3% | -5% | 1% | -15% | 0.4% | -1%
COCCOc1ccc(C(F)(F)F)cc1NC(=O)CN1C(=O)NC(C)(c2ccc3c(c2)OCO3)C1=O (configuration not stated) | -25% | -18% | 2% | 0 | -11% | ? | 1% | · | -33% | 0.1% | -27%
COc1cc(NC(=O)COC(=O)c2ccc(S(=O)(=O)N3CC(C)CC(C)C3)cc2)c(C)cc1[N+](=O)[O-] (configuration not stated) | -2% | ? | 1% | 2 | -3% | 6% | -2% | 7% | 11% | -0.5% | 1%
Cc1nn(CC2CC2)c(=O)n1-c1cccc(Cl)c1 | -1% | 5% | -2% | 1 | -1% | -1% | 0% | -2% | -3% | -0.2% | 6%
COc1ccc(N2CSC3=C(C#N)C(c4cccs4)CC(=O)N3C2)cc1 (configuration not stated) | 18% | 2% | 1% | 2 | ? | · | -4% | 3% | -1% | 0.2% | 4%
COc1ccc(N2CCN(C(=O)COc3ccc4c(C)cc(=O)oc4c3C)CC2)cc1 | 6% | 0% | 0% | 1 | -1% | 1% | -1% | 4% | 3% | -0.8% | 0%
COc1ccc2[nH]c(=O)c(CN(C)C(=O)c3cccs3)cc2c1 | -24% | -2% | 0% | 2 | 2% | -4% | -3% | 80%[activator] | -2% | -0.4% | 3%
COc1ccc(C2C3=C(CC(C)(C)CC3=O)N(C)C3=C2C(=O)CC(C)(C)C3)cc1OC | -12% | -6% | 1% | -1 | · | -3% | -1% | 151%[activator] | 2% | 0.5% | -9%
Cc1cc(NC(=O)CN2C(=O)NC(Cc3ccccc3)C2=O)no1 (configuration not stated) | 14% | 2% | 1% | -6 | -4% | 5% | -3% | 5% | -19% | 0.2% | 0%
O=C(CSc1nc2ccccc2[nH]1)Nc1ccc2c(c1)OCCO2 | 17% | -16% | ? | 6 | ? | -3% | -4% | -3% | 10µM* | -1.0% | 4%
O=C(CN1C(=O)CSc2ncccc21)N1CCOCC1 | 6% | 15% | 4% | -3 | 2% | 3% | -3% | 1% | -1% | -0.4% | -1%
Cc1cc(C)nc(NNC(=O)NC2CCCCC2)n1 | 2% | 12% | 9% | -1 | -1% | 2% | -2% | -1% | -2% | 0.1% | 1%
CC1CN(C(=S)SCCN2Cc3ccccc3C2=O)CC(C)O1 (configuration not stated) | -3% | ? | 13% | -8 | 13% | -8% | 2% | 3% | 37% | 0.1% | 0%
COc1ccccc1CNC(=O)COC(=O)Cc1ccc(F)cc1 | 0% | 9% | 1% | 25 | 7% | 3% | -5% | 12% | 9% | 5.3% | 2%
O=c1[nH]cnc2c1N1CCC2CC1 | 7% | 0% | -4% | -3 | -2% | 14% | 3% | 5% | 4% | 0.2% | -2%
CC(C)Cc1nnc(NC(=O)CCC(=O)NC2CCCCCC2)s1 | -5% | -6% | 2% | 2 | 20% | 5% | -4% | 1% | 9% | 0.2% | -1%
CCOC(=O)C[C@H]1c2cc(F)ccc2S(=O)(=O)N1c1cccc(OC)c1 | · | 38% | · | · | · | -4% | -9% | -3% | -13% | · | ·

TRPV1 ag, entries above that show a hit
| compound | Eya2 phos inh | Integrin act MD | USP2a inh | TRPV1 ag | p53 reactivator | uPA generation | PTAP TSG101 blk | S-ASM inh | BRCA1 expr act | B2AR arrestin |
| --- | --- | --- | --- | --- | --- | --- | --- | --- | --- | --- |
| CC(C)(C)c1ccc(/C=N/NC(=O)c2ccccn2)cc1 | 1% | 5% | -1% | 83* | 1% | -16% | 0% | -1% | ? | -0.7% |

(list continues)
SMILES | Eya2 phos inh | Integrin act MD | USP2a inh | TRPV1 ag | p53 reactivator | uPA generation | PTAP TSG101 blk | S-ASM inh | BRCA1 expr act | B2AR arrestin | ELG1 genotox
CCOC(=O)Cn1c(C)nc2c(C(=O)OCC)sc(C)c2c1=O | -1% | 4% | 0% | -2 | -4% | -10% | -2% | 2% | -15% | -1.4% | 2%
CCOC(=O)c1sc(NC(=S)NC(=O)c2cccc(OC)c2)nc1C | 14% | 1% | 6% | 0 | 3% | -9% | 0% | -1% | 14% | -0.3% | 4%
O=S(=O)(Nc1cccc(S(=O)(=O)N2CCCCCC2)c1)c1ccc(F)cc1F | -2% | -10% | 0% | · | 2% | -13% | -6% | 0% | -15% | 7.5% | -5%
CC(=O)c1cc(-c2ccccc2)n(CC(=O)N2CCN(C3CCCC3)CC2)c1C | 10% | -17% | -6% | -2 | 12% | 0% | -3% | 3% | -9% | 0.1% | -8%

Screening data: PubChem, National Center for Advancing Translational Sciences (NCATS)
